ULK1 primary = human ULK1 kinase inhibition, primary screen. AlphaScreen Atg13 phosphorylation by ULK1, luminescence. inhibition, % at 5.96 µM. 1.9% of 30,000 active; in the data active = inhibition above about 43%;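 note: 0% = median of compound wells and 100% = no enzyme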
ASK1 inh = inhibitors of human ASK1 kinase. 0.99% of 22,000 active. AID 1159602. AlphaScreen MKK6 phosphorylation by ASK1, luminescence. inhibition, % at 7.44 µM; in the data active = inhibition above about 35%;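 note: 0% = median of compound wells and 100% = no enzyme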
* marks the source's active call; other numbers are inactive results; . = not tested or not shown.

SMILES | ULK1 primary | ASK1 inh
O=C(Nc1ccccc1)c1cccc(-c2ccc(N3CCOCC3)nc2)c1 | -2 | 2
COc1cc(Nc2cc(Nc3nccc4ccccc34)nc(N)n2)cc(OC)c1OC | -20 | 0
COc1cc2nc(Nc3ccc(N4CCOCC4)cc3)nc(NCCN3CCOCC3)c2cc1OC | 4 | 6
CC(C)N(CCNC(=O)c1cnc(Nc2ccccc2)s1)C(C)C | -2 | -13
CC(C)n1c(-c2cccs2)nc2c(NC3CCN(Cc4ccccc4)CC3)ncnc21 | -5 | 11
CCNC(=O)CCC/C=C\C[C@@H]1[C@@H](/C=C/[C@@H](O)CCc2ccccc2)[C@H](O)C[C@@H]1O | -8 | .
CC(C)n1cnc2c(NCc3cccc(C(F)(F)F)c3)nc(-c3ccc(N4CCOCC4)nc3)nc21 | 1 | -9
CCCn1ccc(NC(=O)C2CC(c3ccccc3O)=NO2)n1 (stereo unspecified) | -3 | 4
O=C(NCC(O)c1ccc(Cl)cc1)c1cn(-c2ccc3[nH]ncc3c2)c2ccccc12 (stereo unspecified) | -35 | -9
COc1ccc(CCNC(=O)c2ccc3nc(-c4ccc(C(=O)N5CCN(C)CC5)cc4)sc3c2)cc1 | 8 | 20
Cc1cc(NC(=O)Cc2ccccc2)n(-c2ncnc3c2cnn3-c2cccc(Cl)c2)n1 | -29 | .
COc1ccc(CCNc2nc(Nc3ccnn3C)nc3c2ncn3CCN2CCCC2=O)cc1 | 15 | 7
O=C(c1ccc(Nc2nccc(-c3ccc4nc(C5CC5)[nH]c(=O)c4c3)n2)cc1)N1CCCC1 | 84* | -71
O=C(Nc1ccc2c(c1)OCO2)c1ccc2nc(Br)sc2c1 | 9 | 1
NC(=O)c1cnc(Nc2ccc(-n3ccnc3)cc2)s1 | 15 | -7
CCCNc1cc(-c2ccc(OC)cc2)ncn1 | 11 | 3
Cc1ccc2cc[nH]c2c1N1CCC2(CC1)OCCO2 | -22 | -4
Cc1onc(-c2c(Cl)cccc2Cl)c1C(=O)N[C@@H]1C(=O)N2[C@@H]1SC(C)(C)[C@@H]2C(=O)O | 6 | .
NC(=O)c1ccc2nc(-c3cccc(N)c3)sc2c1 | 8 | 7
Cc1nn(C)c(C)c1-c1nc(Nc2ccc(N3CCOCC3)cc2)c2ncn(Cc3ccc(C(F)(F)F)cc3)c2n1 | -6 | 22
CCCNc1nc(N2CCC(N3CCOCC3)CC2)nc2c1ncn2Cc1ccc(C(F)(F)F)cc1 | -11 | 11
Cc1nc(Nc2ncccn2)cc(-c2cccc(C(F)(F)F)c2)n1 | 11 | .
CC(C(=O)Nc1cnn(-c2cccc(C(=O)Nc3ccc(N4CCOCC4)cc3)c2)c1)c1ccccc1 (stereo unspecified) | -12 | -11
CC(C)n1cnc2c(NCCO)nc(NCc3cccnc3)nc21 | 24 | -1
Cc1ccc(S(=O)(=O)N(CCC#N)C(C)C)cc1 | -7 | .

Reprinted at random: six entries already listed
SMILES | ULK1 primary | ASK1 inh
CCCn1ccc(NC(=O)C2CC(c3ccccc3O)=NO2)n1 (stereo unspecified) | -3 | 4
COc1cc2nc(Nc3ccc(N4CCOCC4)cc3)nc(NCCN3CCOCC3)c2cc1OC | 4 | 6
Cc1nn(C)c(C)c1-c1nc(Nc2ccc(N3CCOCC3)cc2)c2ncn(Cc3ccc(C(F)(F)F)cc3)c2n1 | -6 | 22
Cc1nc(Nc2ncccn2)cc(-c2cccc(C(F)(F)F)c2)n1 | 11 | .
COc1ccc(CCNc2nc(Nc3ccnn3C)nc3c2ncn3CCN2CCCC2=O)cc1 | 15 | 7
NC(=O)c1ccc2nc(-c3cccc(N)c3)sc2c1 | 8 | 7

New compounds follow.
SMILES | ULK1 primary | ASK1 inh
c1ccc(CCCNc2nccc(Nc3ccncn3)n2)cc1 | 14 | 12
c1ccc2[nH]c(CNc3nc(N4CCN(Cc5ccc6c(c5)OCO6)CC4)nc4c3ncn4C3CCCCC3)nc2c1 | 1 | 5
O=C(NCc1ccc(C(=O)NCCN2CCOCC2)cc1)Nc1ccc(-c2cn[nH]c2)cc1 | 17 | -17
COc1cc(NC(=O)c2cncc(-c3ccc(N4CCN(C)CC4)cc3)c2)cc(OC)c1OC | -1 | -18
COc1ccc(-c2ncn(-c3ccc(Nc4ncc(F)c(-c5cccc(N6CCOCC6)c5)n4)cc3)n2)cn1 | 6 | -9
O=C(NCc1ccccc1)c1cc(Oc2ccccc2)nc2ccccc12 | 8 | 5
Cc1ncn(-c2ccc(Nc3nccc(-c4ccc(C#N)c(N5CCCC5)c4)n3)cc2)n1 | -9 | -4
Cc1cc(-n2c(C)nc3ncccc3c2=O)ccc1NC(=O)c1ccc(F)cc1 | 2 | .
CNC(=O)c1ccccc1Nc1cc(NC(=O)CCc2ccccc2)ncc1C(F)(F)F | 35 | 16
c1ccc(CN2CCC(Nc3nc(N4CCOCC4)nc4c3ncn4-c3ccsc3)CC2)cc1 | -5 | 15
O=C1CCCN1CCCNc1nc(Nc2ccc(C(F)(F)F)cc2)nc2c1ncn2-c1ccccc1 | -37 | 6
O=C(Nc1cnn(-c2cccc(C(=O)NCC(O)CN3CCOCC3)c2)c1)Nc1ccccc1Cl (stereo unspecified) | 2 | 9
COc1cc(Nc2nc(Nc3ccc(C(F)(F)F)cc3)ncc2C)cc(OC)c1OC | 20 | 13
Cn1nccc1Nc1cc(C(=O)Nc2ccccc2)c2ccccc2n1 | -7 | 15
NC(=O)C1CCN(c2ccc3cccc(OCc4ccc(F)cc4)c3n2)CC1 | -1 | .
CN1CCN(c2ccc(-c3nc(NCCN4CCOCC4)c4ncn(C5CCCCC5)c4n3)cc2)CC1 | 5 | 3
CCCNc1nc(N2CCN(c3ccccn3)CC2)nc2c1ncn2C1CCCCC1 | -6 | 3
Cc1nn(C)c(C)c1-c1nc(Nc2ccc(Oc3ccccc3)cc2)c2ncn(C3CCCCC3)c2n1 | -6 | 9
CC(C)Nc1nc(NC(C)C)nc(N(C#N)COCCCl)n1 | -13 | .
CCN(CC)CCOc1ccc2c(c1)C(=O)c1cc(OCCN(CC)CC)ccc1-2 | -8 | .
CCN(CC)c1nc(NC2CC2)nc(N2CCc3ccccc3C2)n1 | -5 | -7
N#C/C(=C\c1ccc(OCC(=O)Nc2ccccc2)cc1)C(=O)NCc1cccnc1 | -8 | .
CC(C)[C@@H](O)C(=O)N[C@H]1CC[C@@H](C(=O)Nc2ccc3[nH]ncc3c2)C1 | 1 | 13
COc1cc2nc(NCCN3CCOCC3)nc(Nc3ccccc3)c2cc1OC | 2 | -7
c1ccc2[nH]c(CNc3ncnc4nc(N5CCN(Cc6ccc7c(c6)OCO7)CC5)[nH]c34)nc2c1 | 1 | 11

Continuation.
SMILES | ULK1 primary | ASK1 inh
CS(=O)(=O)c1ccc(-c2ccnc(Nc3ccc(-n4ccnn4)cc3)n2)cc1 | 1 | -3
Cn1c(Nc2nc(C(=O)Nc3ccccc3)cs2)nc2ccccc21 | -1 | -3
CN1CCN(c2ccc(-c3cc(NC4CCN(Cc5ccccc5)CC4)ncn3)cc2)CC1 | 0 | 16
CCNc1nc(NCCc2ccc(OC)cc2)c2ncn(-c3ccccc3)c2n1 | -1 | -7
COc1cc(Nc2nc(C)cc(Nc3ccc(N4CCOCC4)cc3)n2)cc(OC)c1OC | -9 | 30
NC(=O)c1ccc2nc(N3CCN(Cc4ccc5c(c4)OCO5)CC3)sc2c1 | -2 | -16
Cc1ncc2c(Nc3ccc(C(F)(F)F)nc3)nc3ccccc3n12 | -10 | .
CC(C)N(CCNc1ncnc2c1nc(Nc1ccccc1)n2C(C)C)C(C)C | -1 | -5
Cc1ccc(-n2ncc3c(-n4nc(C)cc4NC(=O)c4ccc(Br)o4)ncnc32)c(C)c1 | -1 | .
Cc1[nH]ncc1-c1cc(F)cc(-c2ccnc(Nc3ccc(-n4cnc(N5CCOCC5)n4)cc3)n2)c1 | -4 | 15
O=C(NCc1ccccc1)c1cccc(Nc2cccnc2)c1 | -1 | -10
Cc1ccc(-c2ncn(-c3ccc(Nc4ncc5ccc(Br)cc5n4)cc3)n2)cn1 | -40 | -5
CC(C)N(CCNc1nc(-c2csc3ccccc23)nc2c1ncn2-c1ccccc1)C(C)C | -18 | -2
CN[C@H]1CCc2cc(OC)c(OC)c(OC)c2-c2ccc(OC)c(=O)cc21 | 14 | .
c1cc2c(cc1CNc1nc(NCCN3CCOCC3)c3ncn(C4CCCCC4)c3n1)OCO2 | -6 | 15
COc1ccc(CCNc2cc(Nc3nc4ccccc4n3C)nc(N)n2)cc1 | 5 | 4
O=C1CCCN1CCn1cnc2c(NCCOc3ccccc3)nc(-c3csc4ccccc34)nc21 | -33 | -4
NC(=O)c1ccc(-c2nc(NCCOc3ccccc3)c3ncn(CCN4CCCC4=O)c3n2)cc1 | -9 | 11
O=C(Nc1ccc(-c2cn[nH]c2)cc1)[C@H]1COc2ccccc2O1 | 13 | -4
CC(Cl)/C=C/CSN1C(=O)c2ccccc2C1=O (stereo unspecified) | 1 | .
Cc1cnc(-c2ccc(N3CCOCC3)nc2)nc1NCCCN1CCCC1=O | 15 | 10
O=C1CCNC(=O)c2[nH]c(Br)cc21 | 6 | -5
COc1ccc(-c2nccc(NCc3cccnc3)n2)cc1 | -1 | -5
CCN(CC)C(=O)C1CCCN(c2nc3ccc(C(=O)NCCCN4CCCC4=O)cc3s2)C1 (stereo unspecified) | 7 | 7
c1ccc(CN2CCC(Nc3nc(-c4cccs4)nc4c3ncn4C3CCCCC3)CC2)cc1 | -8 | 6

Compound profiles, as listed above:
c1ccc(CN2CCC(Nc3nc(-c4cccs4)nc4c3ncn4C3CCCCC3)CC2)cc1 is listed with ULK1 primary: -8; ASK1 inh: 6
CN1CCN(c2ccc(-c3cc(NC4CCN(Cc5ccccc5)CC4)ncn3)cc2)CC1 is listed with ULK1 primary: 0; ASK1 inh: 16
CCN(CC)C(=O)C1CCCN(c2nc3ccc(C(=O)NCCCN4CCCC4=O)cc3s2)C1 (stereo unspecified) is listed with ULK1 primary: 7; ASK1 inh: 7

Five entries out of the list above, ordered by their value in ULK1 primary, smallest number first.
compound,ULK1 primary
NC(=O)c1ccc2nc(N3CCN(Cc4ccc5c(c4)OCO5)CC3)sc2c1,-2
O=C(NCc1ccccc1)c1cccc(Nc2cccnc2)c1,-1
CN1CCN(c2ccc(-c3cc(NC4CCN(Cc5ccccc5)CC4)ncn3)cc2)CC1,0
CC(Cl)/C=C/CSN1C(=O)c2ccccc2C1=O (stereo unspecified),1
CN[C@H]1CCc2cc(OC)c(OC)c(OC)c2-c2ccc(OC)c(=O)cc21,14

Some of these compounds in order of molecular weight, low to high:
SMILES | ULK1 primary | ASK1 inh
O=C1CCNC(=O)c2[nH]c(Br)cc21 | 6 | -5
CC(Cl)/C=C/CSN1C(=O)c2ccccc2C1=O (stereo unspecified) | 1 | .
CCNc1nc(NCCc2ccc(OC)cc2)c2ncn(-c3ccccc3)c2n1 | -1 | -7

(next part)
SMILES | ULK1 primary | ASK1 inh
COc1cc(NC(=O)c2ccc(-c3ccc(C(=O)NC4CC4)cc3)s2)cc(OC)c1OC | 12 | 1
O=C(NCC(O)c1ccc(Cl)cc1)c1cncc(-c2ccc3[nH]ncc3c2)c1 (stereo unspecified) | 5 | -11
CCN(CC)c1nc(NCc2cccnc2)nc(NC2CCN(Cc3ccccc3)CC2)n1 | -18 | -3
COc1cc(Nc2ncnc3c2nc(NCCCN2CCCC2=O)n3C(C)C)cc(OC)c1OC | -3 | -4
NC(=O)c1ccc(-c2cccc(C(=O)NCCCN3CCCC3=O)n2)cc1 | -31 | 10
CN1CCN(C(=O)c2ccc(-c3nccc(NCc4nc5ccccc5[nH]4)n3)cc2)CC1 | 4 | -1
COc1ccc(CCNc2ncnc3nc(Nc4ccncn4)[nH]c23)cc1 | 10 | -4
CC(=O)c1cccc(-c2ccc(C(=O)NCc3cccnc3)s2)c1 | -10 | 2
O=C(O)C[CH2][Ge](=[O])[O][Ge](=[O])[CH2]CC(=O)O | -17 | .
O=C1c2cccc([N+](=O)[O-])c2C(=O)N1CNc1ccccc1-c1ccccc1 | -13 | .
COc1ccc2c(c1)CC(C(=O)Nc1ccc(-c3cn[nH]c3C)cc1N(C)CCN1CCOCC1)CO2 (stereo unspecified) | -5 | -3
Cc1ncc2c(Nc3ccncc3)nc3ccccc3n12 | -7 | .
O=C(O)c1cc(-c2ccccc2)nc2ccccc12 | -5 | .
Nc1nc(-c2csc3ccccc23)nc2nc[nH]c12 | 0 | 7
COc1ccc(/C=C2/SC(=S)N(CC(=O)O)C2=O)cc1 | -2 | .
Cc1nn(C)c(C)c1-c1nc2c(NCc3cccnc3)ncnc2n1C(C)C | 14 | -9
CN(C)CCn1cnc2c1c(=O)n(C)c(=O)n2C | 1 | .
O=C(NCCN1CCOCC1)c1csc(NC2CCC(O)CC2)n1 (stereo unspecified) | 4 | 8
Fc1ccc2c(c1)nc(NCCCn1ccnc1)c1nccn12 | 4 | .
FC(F)(F)c1cc2[nH]c(C3COc4ccccc4O3)nc2cc1-c1ccncc1 (stereo unspecified) | -4 | 0
CCN(CC)CCOc1cc(-c2cn[nH]c2)ccc1NC(=O)C1COc2ccccc2O1 (stereo unspecified) | -5 | -15
COc1ccc2c(c1)C[C@@H](C(=O)Nc1ccc(-c3cn[nH]c3)cc1SCCN(C)C)NC2 | 7 | -3
c1ccc(-c2cc(NCCCN3CCOCC3)nc(-c3ccncc3)n2)cc1 | -3 | .
CC(=O)Nc1ccc(Nc2nc(N3CCc4ccccc4C3)nc3c2ncn3-c2ccsc2)cc1 | -8 | -3
COc1ccc(-c2nc(NCCCN3CCCC3=O)c3ncn(CCN4CCCC4=O)c3n2)cc1 | 6 | -27
COCCCNC(=O)CC(=O)N/N=C\c1ccc(SC)cc1 | -3 | .
COC(=O)c1cc2sccc2nc1C | 4 | .
Cn1nccc1Nc1ccc(-n2cc(CC(=O)NCCN3CCOCC3)c3ccccc32)nn1 | 1 | -8
CC(=O)Nc1ccc(Nc2nc(N3CCN(c4ccccn4)CC3)nc3c2ncn3-c2ccccc2)cc1 | 11 | -1

Source: PubChem (The Scripps Research Institute Molecular Screening Center)
